Screens (PubChem)
CHT block – inhibits the human high affinity choline transporter | AID 488975 | CHT-expressing cells, membrane potential dye, choline response; hits give low values | actives 0.86% (n = 310,000) | Q9GZV3 | B-score at 10 µM;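 active = B-score over 3 SD under the library average, and starting fluorescence ratio not unusually high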;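 also: choline stimulus applied at its EC90 after an EC20 pre-addition; B-score computed on integrated fluorescence ratio after choline addition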
Target sequence (Q9GZV3 whole entry, looked up): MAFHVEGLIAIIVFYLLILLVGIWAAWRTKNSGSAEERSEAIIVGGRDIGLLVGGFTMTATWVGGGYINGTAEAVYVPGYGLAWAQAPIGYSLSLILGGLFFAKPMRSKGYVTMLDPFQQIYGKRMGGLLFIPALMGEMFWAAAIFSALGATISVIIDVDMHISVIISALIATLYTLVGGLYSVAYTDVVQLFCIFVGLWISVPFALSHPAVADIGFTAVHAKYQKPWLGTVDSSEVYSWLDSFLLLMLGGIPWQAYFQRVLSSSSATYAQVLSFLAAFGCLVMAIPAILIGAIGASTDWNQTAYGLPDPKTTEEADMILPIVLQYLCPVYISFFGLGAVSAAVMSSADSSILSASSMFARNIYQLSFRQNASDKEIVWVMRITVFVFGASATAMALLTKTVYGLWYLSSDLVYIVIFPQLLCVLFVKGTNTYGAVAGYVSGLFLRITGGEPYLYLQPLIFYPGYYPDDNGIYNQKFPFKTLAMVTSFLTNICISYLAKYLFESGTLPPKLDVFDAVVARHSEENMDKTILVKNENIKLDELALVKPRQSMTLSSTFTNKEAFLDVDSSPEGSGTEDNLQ
STK33 kinase inh – blocks human STK33 kinase activity; actives 0.073% (n = 320,000); inhibition, % at 10 µM; AID 2661; Q9BYT3; purified STK33, MBP phosphorylation, ADP-Glo luminescence;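 active = inhibition at or above 25%, using the most active replicate where run in duplicate; inactive = inhibition below 25%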
Target sequence (Q9BYT3 whole entry, looked up): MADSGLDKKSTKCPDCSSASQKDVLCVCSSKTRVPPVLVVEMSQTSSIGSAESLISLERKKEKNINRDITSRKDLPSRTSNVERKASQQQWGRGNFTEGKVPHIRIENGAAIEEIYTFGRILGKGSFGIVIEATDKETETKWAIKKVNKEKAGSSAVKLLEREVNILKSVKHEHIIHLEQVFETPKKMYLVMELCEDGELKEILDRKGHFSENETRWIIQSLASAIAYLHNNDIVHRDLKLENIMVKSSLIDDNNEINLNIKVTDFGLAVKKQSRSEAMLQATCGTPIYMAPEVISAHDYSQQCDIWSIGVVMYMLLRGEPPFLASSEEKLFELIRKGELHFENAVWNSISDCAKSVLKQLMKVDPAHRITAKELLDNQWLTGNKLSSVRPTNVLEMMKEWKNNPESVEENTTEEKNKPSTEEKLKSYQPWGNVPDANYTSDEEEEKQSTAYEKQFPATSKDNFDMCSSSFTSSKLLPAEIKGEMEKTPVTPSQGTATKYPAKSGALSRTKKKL
CHT allo act – allosterically activates the human high affinity choline transporter; Q9GZV3; CHT-expressing cells, membrane potential dye, choline EC20; hits give high values; LV-AA mutant CHT in HEK293 cells; B-score at 10 µM; actives 0.49% (n = 310,000); AID 488977;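 active = initial fluorescence not abnormally high and integrated response B-score, plate-corrected, over 3 SD above library mean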
* = called active by the depositor; i = inactive.

The line under a structure holds: CHT block, STK33 kinase inh, CHT allo act
- O=C(NC(=S)Nc1ccccc1N1CCCCC1)c1ccc(F)cc1
→ i, 0.6, i
- COc1ccccc1NS(=O)(=O)c1ccc2c(c1)NC(=O)C(C)S2 (stereo not drawn)
→ i, -2.7, i
- COc1ccc(N2C(=O)CC(NCc3cccs3)C2=O)cc1 (stereo not drawn)
→ i, -0.1, i
- COc1ccc2cc(C3(C)NC(=O)N(CC(=O)Nc4c(C)n(C)n(-c5ccccc5)c4=O)C3=O)ccc2c1 (stereo not drawn)
→ i, 1.5, i
- CCc1cccc2c(C(=O)CSc3nncn3-c3ccccc3OC)c[nH]c12
→ i, -0.5, i
- CN(CCCNC(=O)c1cccc(N2CCCC2=O)c1)c1ccccc1
→ i, -0.8, i
- CCCCNC(=S)N/N=C1\CCCCc2ccccc21
→ i, 0.8, i
- Cc1c(C(=O)N2CCCCC2)sc(NC(=O)C23CC4CC(CC(C4)C2)C3)c1C#N
→ i, 0.2, i
- O=C(COc1cccnc1[N+](=O)[O-])NC1CCS(=O)(=O)C1 (stereo not drawn)
→ i, -1.2, i
- CC(=O)N/N=C/c1cc(C)n(-c2ccc(Br)cc2)c1C
→ i, -1.4, i
- Cc1cc(C)c(NC(=O)C2=COCCO2)c(C)c1
→ i, -1.7, i
- O=C(NCCS(=O)(=O)N1CCN(c2ccc(F)cc2)CC1)C12CC3CC(CC(C3)C1)C2
→ i, -0.2, i
- COc1ccc(C2CC(c3cccs3)=NN2C(=O)COC(=O)c2cc3ccccc3cc2O)cc1OC (stereo not drawn)
→ i, -0.1, i
- Cc1ccccc1-c1noc(CCC(=O)NC2CCCCC2)n1
→ i, -0.6, i
- CCN1CCN(C(=O)/C(C#N)=C/c2ccc(OC(F)F)cc2)CC1
→ i, -0.2, i
- Cc1csc(NC(=O)CCNS(=O)(=O)c2ccc3c(c2)c(=O)n(C)c(=O)n3C)n1
→ i, -3.3, i
- CCOC(=O)c1sc(C)c2c1NC(c1ccc(Cl)cc1)NC2=O (stereo not drawn)
→ i, 7.4, i
- Cc1ccccc1OCc1n[nH]c(=S)n1-c1cccc(Cl)c1
→ i, -2.2, i
- O=C(CCl)c1ccc2[nH]c(=O)oc2c1
→ i, 13, i
- Cc1ccc(OCC(=O)Nc2ccc3oc(=O)ccc3c2)c(C)c1
→ i, 0.8, i
- Cc1cc(NC(=O)C(C)SCC(=O)Nc2ccccc2N2CCCCC2)no1 (stereo not drawn)
→ i, -0.7, i
- CCN(c1ccccc1)S(=O)(=O)c1ccc2[nH]c(=O)[nH]c2c1
→ i, -0.7, i
- COc1ccc(OC)c(C2=NOC(C(=O)Nc3ccccc3SC)C2)c1 (stereo not drawn)
→ i, -3.5, i
- COc1ccc(CNc2nc(NCc3ccc(OC)cc3)n(C(=O)c3ccccc3[N+](=O)[O-])n2)cc1
→ i, -2.6, i
- Cc1ccsc1C(=O)N/N=C/c1ccc([N+](=O)[O-])cc1
→ i, -0.7, i
- Cc1ccc(C)c(S(=O)(=O)N2CCCOC2CNC(=O)C(=O)NCCCn2ccnc2)c1 (stereo not drawn)
→ i, -0.7, i
- Cc1cccc(NS(=O)(=O)c2c(C)n[nH]c2C)c1
→ i, -2.2, i
- CC(C)C(OC(=O)c1cccs1)C(=O)NCc1ccc2c(c1)OCO2 (stereo not drawn)
→ i, -1.1, i
- Cc1ccc2c(c1)cc1c(=O)[nH]ncn12
→ i, 1.4, i
- CN(C)C(=O)N(CCCN1CCOCC1)Cc1cccc2ccccc12
→ i, -1.8, i
- CC(C)(C)NS(=O)(=O)c1ccc2nc(NC(=O)c3ccc(N4C(=O)CCC4=O)cc3)sc2c1
→ i, -1.2, i
- COc1ccccc1NS(=O)(=O)c1cc(C(=O)NCc2ccncc2)ccc1C
→ i, -1.6, i
- Cc1scc(C(=O)N/N=C/c2ccco2)c1C
→ i, -1.6, i
- Cc1cc(C(=O)Nc2c(C)nn(Cc3ccc(Cl)cc3)c2C)no1
→ i, 1.0, i
- CCOC(=O)c1c(C)oc2c1c(C(c1ccccc1)N1CCOCC1)c(O)c1ccccc12 (stereo not drawn)
→ i, -0.6, i
- COCCNC(C)C(=O)C12CC3CC(CC(C3)C1)C2 (stereo not drawn)
→ i, 1.2, i
- C=CCn1c(-c2ccc(S(=O)(=O)N3CCOCC3)cc2)csc1=Nc1ccccc1
→ i, 0.5, i
- Cc1ccc(C(=O)NCC(c2ccco2)N2CCc3ccccc32)cc1C (stereo not drawn)
→ i, -1.2, i
- O=C(N/N=C/c1cc(Br)c(Br)o1)C(O)c1ccccc1 (stereo not drawn)
→ i, 0.6, i
- S=C(NC1CCCCC1)N1CCc2ccccc2C1
→ i, -0.2, i

Ordered by molar mass (smallest number first): some entries from above.
The line under a structure holds: CHT block, STK33 kinase inh, CHT allo act
- Cc1ccc2c(c1)cc1c(=O)[nH]ncn12
→ i, 1.4, i
- Cc1cccc(NS(=O)(=O)c2c(C)n[nH]c2C)c1
→ i, -2.2, i
- Cc1ccc(C(=O)NCC(c2ccco2)N2CCc3ccccc32)cc1C (stereo not drawn)
→ i, -1.2, i
- CC(C)C(OC(=O)c1cccs1)C(=O)NCc1ccc2c(c1)OCO2 (stereo not drawn)
→ i, -1.1, i
- Cc1cc(NC(=O)C(C)SCC(=O)Nc2ccccc2N2CCCCC2)no1 (stereo not drawn)
→ i, -0.7, i
- CCOC(=O)c1c(C)oc2c1c(C(c1ccccc1)N1CCOCC1)c(O)c1ccccc12 (stereo not drawn)
→ i, -0.6, i
- Cc1ccc(C)c(S(=O)(=O)N2CCCOC2CNC(=O)C(=O)NCCCn2ccnc2)c1 (stereo not drawn)
→ i, -0.7, i

Additional records
Compound	CHT block	STK33 kinase inh	CHT allo act
CCc1ccccc1NC1Nc2cc(C)nn2S1 (stereo not drawn)	i	-0.2	i
CCN(CC(=O)Nc1ccc2c(c1)OCCO2)S(=O)(=O)c1ccccc1	i	-0.5	i
Cc1ccc(N2CCN(c3ncccc3[N+](=O)[O-])CC2)c(C)c1	i	-0.9	i
O=C(O)c1ccc(S(=O)(=O)c2ccc3c(c2)C(=O)N(CC2CCCO2)C3=O)cc1 (stereo not drawn)	i	0.3	i
CC(C)(C)NC(=O)CCCSc1nc2ccccc2s1	i	-0.1	i
COc1ccc(Cn2c(N)c(C#N)c3nc4ccccc4nc32)cc1	i	-0.5	i
Cn1c2c(c3ccccc31)CCN1CCC[C@]21c1ccccc1	-5.1*	-1.4	i
O=C(NCc1cccnc1)c1cc(Sc2ccc(F)cc2F)nc2ccccc12	i	0.1	i
COc1ccc(C(=O)CCC(=O)NCCc2ccccc2F)cc1	i	0.3	i
CC1CCc2c(sc3ncn(Cc4ccc(C(=O)O)cc4)c(=O)c23)C1 (stereo not drawn)	i	-1.0	i
CC(C)c1ccc(-c2nn(-c3ccccc3)cc2C2C(C#N)=C(N)OC3=C2C(=O)CC(C)(C)C3)cc1 (stereo not drawn)	i	0.9	i
CCC(C)(C)NC(=O)C(c1ccccn1)N(C(=O)c1csnn1)C1CCCCC1 (stereo not drawn)	i	-0.3	i
CCCC(=O)NC(C)c1nc2ccccc2n1CC (stereo not drawn)	i	-0.4	i
COc1ccc(C(c2nnnn2Cc2ccc(F)cc2)N2CCN(c3ccccc3)CC2)cc1 (stereo not drawn)	i	-0.7	i
NC(=O)CC(NC(=O)Cc1cccc2ccccc12)c1ccc(NCCc2ccccc2F)c([N+](=O)[O-])c1 (stereo not drawn)	i	0.8	i
CCOc1ccccc1NC(=O)Nc1c(C)n(-c2ccccc2)c(=O)n1C	i	-1.7	i
COc1ccc(N2CC(C(=O)OCC(=O)c3cccc(OC)c3)CC2=O)cc1 (stereo not drawn)	i	-1.4	i
CCOC(=O)c1ccc(N2CC(O)=C(c3nc4ccccc4c(=O)[nH]3)C2=N)cc1	i	-0.5	i
Cc1ccnc(NC(=O)CSc2cc(=O)n(C)c3ccccc23)c1	i	-1.4	i
CCn1cc(CN2CCc3c([nH]c4ccccc34)C2c2cccc(OC)c2OC)c(C)n1 (stereo not drawn)	i	-1.8	i
Cc1ccc(NC(=O)Cn2ncc3c([nH]c4ccccc43)c2=O)cc1Cl	i	0.1	i
Nc1nnc(SCc2nc3scc(-c4ccccc4)c3c(=O)[nH]2)s1	i	-0.6	i
COc1ccc(-c2nn(-c3ccccc3C)cc2CNCCc2cnc[nH]2)cc1F	i	-1.1	i
CC(C)c1cc(C(=O)N2CCN(C(c3ccccc3)c3ccccc3)CC2)no1	i	0.4	i
CC(Sc1ccc2nnc(-c3ccc(F)cc3)n2n1)C(=O)O (stereo not drawn)	i	6.3	i
Cc1ccc(S(=O)(=O)N(C)Cc2ccc(C(=O)N/N=C/c3ccc(OC(F)F)cc3OC(F)F)cc2)cc1	i	-1.4	i
Cc1csc(SCC(=O)NCc2ccccc2)n1	i	1.1	i
Cc1cc(C)cc(NC(=O)CCN2CCOCC2)c1	i	-0.9	i
COc1ccc(CNCc2cccn2C)cc1	i	-0.7	i
COc1ccc(CCNC(=O)CCCC(=O)n2nc(C)c3ccccc32)cc1OC	i	-0.4	i
O=C(NC(Cc1ccccc1)C(=O)N1CCN(S(=O)(=O)c2ccccc2)CC1)c1ccccc1 (stereo not drawn)	i	-0.2	i
COc1cccc(CN2CCNC(=O)C2CC(=O)N(C)Cc2nc(C)cs2)c1OC (stereo not drawn)	i	-1.2	i
COc1ccc(-c2nc(CS(=O)CC(=O)NC3CCCCC3)c(C)o2)cc1OC (stereo not drawn)	i	-0.8	i
CCOC(=O)c1ccc(N2C(=O)c3n[nH]c(-c4ccco4)c3C2c2cccc([N+](=O)[O-])c2)cc1 (stereo not drawn)	i	-3.9	i
Cc1cc2nccc(-c3ccc(Cl)cc3Cl)n2n1	i	-1.3	i
CCOc1ccccc1OCc1nn2c(COc3ccccc3)nnc2s1	i	-0.2	i
O=C(Nc1ccccc1-c1nc2ccccc2[nH]1)c1sc2ccccc2c1Cl	i	-2.6	i
Cc1cc(-c2[nH]nc3c2C(c2ccsc2)C(C#N)=C(N)O3)c(C)s1 (stereo not drawn)	i	0.1	i
CN(C)C(=O)c1ccc(NC(=O)c2cccc(S(=O)(=O)N3CCCc4ccccc43)c2)cc1	i	0.0	i
Cc1ccc(S(=O)(=O)/C(C#N)=C/c2c(N3CCC(C(N)=O)CC3)nc3ccccn3c2=O)cc1	i	-1.1	i
CCCCn1c(NS(=O)(=O)c2ccccc2)c(S(=O)(=O)c2ccc(C)cc2)c2nc3ccccc3nc21	i	-3.4	i
O=C(NNC1=NCCC1)C1CC1	i	-1.6	i
Nc1cc(C(=O)O)c(N)c2c1C(=O)c1ccccc1C2=O	i	77*	i
Cc1nc2c3cc(Cl)ccc3n(CCN3CCOCC3)c2s1	i	-1.9	i
O=C(N/N=C/c1ccccn1)c1ccccc1	i	0.6	i
CC1(C)CC(=O)C(C(=O)Cc2ccccc2[N+](=O)[O-])C(=O)C1	i	-1.6	i
CCOc1ccc(NC(=O)CSc2nnc(C34CC5CC(CC(C5)C3)C4)n2C)cc1	i	-0.4	i
COC(=O)c1ccc[n+](CC(=O)c2ccc(Br)cc2)c1	i	0.3	i
COc1ccc(CC(=O)NC2CCN(Cc3nnnn3C(C)(C)C)CC2)cc1OC	i	0.3	i
O=C(Nc1cc(Cl)cc(Cl)c1)c1cnn2cccnc12	i	-2.9	i
O=C(COC(=O)Cc1cccc(C(F)(F)F)c1)Nc1ccccc1	i	0.5	i
COc1ccc(-c2[nH]nc3c2C(c2ccsc2)C(C#N)=C(N)O3)cc1 (stereo not drawn)	i	0.8	i
Cc1[nH]oc(=O)c1N=Nc1ccccc1	i	-0.4	i
Cn1c(=O)[nH]c(=O)c2c1nc(N1CCOCC1)n2CCCSc1ncccn1	i	-2.4	i
COc1ccc(S(=O)(=O)O)cc1P(=O)(c1ccccc1)c1ccccc1	i	-1.1	i
CCn1cc(C(=O)NNC(=O)c2ccc(Cl)cc2)c(=O)c2ccc(C)nc21	i	-0.9	i

The results go on:
Compound	CHT block	STK33 kinase inh	CHT allo act
O=C(Nc1cccc(NC(=O)c2ccc(Cl)cc2Cl)c1)c1cccnc1	i	-1.0	i
COc1ccc(CNC(=O)COc2cc(=O)n(C)c3ccccc23)cc1	i	-1.2	i
CCN1CCN(c2c(C=O)c(Cl)nc3ccc(OC)cc23)CC1	i	3.0	i
O=C(Cn1cc([N+](=O)[O-])cn1)Nc1ccn(Cc2c(F)c(F)cc(F)c2F)n1	i	0.8	i
Cc1ccc(NC(=O)C(SCC(=O)O)c2ccccc2)cc1C (stereo not drawn)	i	-1.0	i
CSc1ccccc1-c1nnc(-c2ccc(Cl)cc2Cl)o1	i	0.8	i
Cc1nn(-c2ccccc2)c(C)c1NC(=O)COC(=O)c1ccc(Cl)c(N)c1	i	-1.2	i
Cc1cc(C)c(NC(=O)C2CCCN2CCOC(=O)c2cccc([N+](=O)[O-])c2)c(C)c1 (stereo not drawn)	i	-0.6	i
COC(=O)C1=C(C)N(Cc2ccccc2)C(=S)N[C@H]1c1cccc(F)c1	i	1.6	i
COc1ccc(/C=C2/N=C(SC)NC2=O)cc1OC	i	-1.9	i
CC1CCCN(C(=O)CSc2nnc(-c3c[nH]c4ccccc34)o2)C1 (stereo not drawn)	i	0.3	i

Just CHT allo act and CHT block, for two of the compounds above:
structure | CHT allo act | CHT block
Cc1ccc(N2CCN(c3ncccc3[N+](=O)[O-])CC2)c(C)c1 | i | i
O=C(O)c1ccc(S(=O)(=O)c2ccc3c(c2)C(=O)N(CC2CCCO2)C3=O)cc1 (stereo not drawn) | i | i
